# LYP phosphatase: inhibitors of LYP phosphatase, biochemical, fluorescence intensity, uHTS (AID 1779) | Tyrosine-protein phosphatase non-receptor type 22 (Homo sapiens) | 290,000 compounds, 0.054% hits | recombinant LYP phosphatase, fluorescence intensity; higher % means a stronger effect | inhibition, % at 11.5 µM, or IC50 in µM where a hit was titrated; in the data active = inhibition above about 50%;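 note: plate controls were vehicle with enzyme for no effect and no enzyme for full effect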
# SIAH1 antagonists: Siah-1 peptide-binding antagonists, primary screen, biochemical, fluorescence polarization, rhodamine-plectin, uHTS (AID 1817); 290,000 compounds, 0.02% hits; E3 ubiquitin-protein ligase SIAH1 (Homo sapiens); Siah-1 / rhodamine-plectin peptide fluorescence polarization; higher % means a stronger effect; displacement, % at 20 µM, or IC50 in µM where a hit was titrated;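 active = displacement of at least 50% at 20 µM, with a fluorescence ratio check between 0.3 and a set limit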;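 note: plate controls were Siah plus tracer with DMSO for no effect and tracer alone without Siah for full effect; strong numbers were not always called active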
# GPR35 antagonists: GPR35 antagonists blocking zaprinast-driven arrestin recruitment, primary screen, imaging, U2OS, beta-arrestin-GFP, zaprinast agonist (AID 2058). 290,000 compounds, 0.052% hits. inhibition, % at 10 µM; hits with a dose series show IC50 in µM. U2OS GPR35 beta-arrestin-GFP translocation imaging, zaprinast antagonism; higher % means a stronger effect;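 active = inhibition of at least 50% with at least 30 cells and total cytoplasm GFP at most 10,000,000; inconclusive = under 30 cells or total GFP of 10,000,000 plus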
# PhoP inhibition: inhibitors of PhoP regulon expression, primary screen, Salmonella Typhimurium, GFP reporter (AID 1863); one-dose inhibition, % at 50 µM; IC50 in µM for titrated hits; S. Typhimurium PhoP-regulated promoter GFP reporter, 4 h; higher % means a stronger effect; 300,000 compounds, 0.16% hits;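 active = inhibition over 29.93%, a cutoff 3 SD above the screen mean, later confirmed by dose response; inconclusive = inhibition over 29.93% but no dose response follow-up; inactive = inhibition at most 29.93% or unconfirmed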;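 note: 0% = low Mg2+ inducing control and 100% = high Mg2+ repressing control; strong numbers were not always called active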
# GPR55 antagonists: GPR55 antagonists blocking LPI-driven arrestin recruitment, primary screen, imaging, U2OS, beta-arrestin-GFP, LPI agonist (AID 2013). G-protein coupled receptor 55 (Homo sapiens). inhibition, % at 10 µM, or IC50 in µM where a hit was titrated. U2OS GPR55 beta-arrestin-GFP translocation imaging, LPI antagonism; higher % means a stronger effect. 290,000 compounds, 0.13% hits;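 active = spots per cell inhibited over 60%, with over 100 cells counted and total cytoplasm intensity under 500,000; inconclusive = wells with under 100 cells, flagged as likely toxic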;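 note: U2OS cells stably carrying GPR55 and arrestin-GFP stimulated by 5 µM LPI near EC80; imaged beta-arrestin-GFP aggregate spots per cell after agonist stimulation; plate controls were LPI-stimulated DMSO wells for no effect and DMSO wells without LPI for full effect; some results filed as inactive read as strong as hits; confirmed hits need IC50 under 10 µM and bright autofluorescent wells are also inconclusive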
# HIV peptide binding: inhibitors of HIV fusion peptide binding, primary screen, biochemical, uHTS, fluorescence dequenching (AID 1986) | cell-free peptide binding, fluorescence dequenching, 30 min; higher % means a stronger effect | inhibition, % at 20 µM, or IC50 in µM where a hit was titrated | 290,000 compounds, 0.3% hits; in the data active = inhibition mostly above about 52%, no sharp cut-off; inactive = mostly below about 76%; note: some results filed as inactive read as strong as hits
# Rac1 GTP hydrolysis: MgcRacGAP GTPase-activating activity inhibitors, confirmation, biochemical, ADP Hunter fluorescence. Rac GTPase-activating protein 1 (Homo sapiens). MgcRacGAP-stimulated Rac1 GTP hydrolysis, ADP Hunter fluorescence; higher % means a stronger effect; GST-tagged Rac1 F28L mutant substrate. inhibition, % at 30 µM; hits with a dose series show IC50 in µM. 340,000 compounds, 0.6% hits. AID 624330, 2012;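 active = first-screen hits whose inhibition reached a set limit at any dose in the follow-up dose series; inconclusive = inhibition above the set first-screen limit but never retested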;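 note: fluorescence reports GDP produced by GAP-driven GTP hydrolysis; strong numbers were not always called active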
# Myeloid diff 2: induction of myeloid progenitor differentiation, primary screen, cell-based, flow cytometry, MLPCN library. 360,000 compounds, 1% hits. ER-HoxA9 myeloid progenitors, lysozyme-GFP differentiation. AID 624256, 2012. calls only at 10 µM;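 active = normalized GFP-positive differentiation at or above the plate's own cutoff, the solvent-only control mean plus 3 SD; inconclusive = no clear call, values can overlap the other calls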;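 note: cells exposed to compound for four days before flow analysis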
# NTR1 agonist: agonists of NTR1, primary screen, imaging, U2OS cells, beta-arrestin-GFP, high content (AID 493036). Neurotensin receptor type 1 (Homo sapiens), P30989. NTR1-U2OS beta-arrestin-GFP spot imaging, agonist mode. activation, % at 20 µM. 330,000 compounds, 0.17% hits;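 active = activation at or above 40% of the spot to cytoplasm intensity ratio, with at least 20 cells analyzed; inconclusive = wells under 20 cells, flagged as cytotoxic or low count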;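 note: 0% = DMSO without peptide and 100% = 100 nM NTR1 peptide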
# Target sequence (P30989 whole entry, looked up): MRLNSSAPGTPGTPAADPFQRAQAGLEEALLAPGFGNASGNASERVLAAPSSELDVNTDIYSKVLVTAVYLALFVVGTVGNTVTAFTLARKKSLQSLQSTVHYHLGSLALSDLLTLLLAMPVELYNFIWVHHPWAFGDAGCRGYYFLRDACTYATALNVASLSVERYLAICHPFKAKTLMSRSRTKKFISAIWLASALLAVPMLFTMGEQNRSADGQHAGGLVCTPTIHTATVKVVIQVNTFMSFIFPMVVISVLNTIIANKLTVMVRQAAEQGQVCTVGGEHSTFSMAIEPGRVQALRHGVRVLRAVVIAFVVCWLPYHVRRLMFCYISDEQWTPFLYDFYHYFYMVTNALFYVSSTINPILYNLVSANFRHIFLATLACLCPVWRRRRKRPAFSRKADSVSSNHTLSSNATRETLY
# NTR1 agonist cell count 20 µM: further read-out of NTR1 agonist, marked with its call; cell count; measured here: cell count, cytotoxicity flag
# Myeloid diff 2 GFP+ MAC1+ %: second read-out of Myeloid diff 2, no call of its own (marks repeat the call); GFP+ MAC1+ double positive, %; measured here: differentiation confirmed by MAC1 staining
# The depositor's hits bear a star; i = inactive; u = inconclusive; x = not tested or not shown; & = joins results of further samples. The order is random; about 2.4% have a hit in one of these screens.
SMILES,LYP phosphatase,SIAH1 antagonists,GPR35 antagonists,PhoP inhibition,GPR55 antagonists,HIV peptide binding,Rac1 GTP hydrolysis,Myeloid diff 2,Myeloid diff 2 GFP+ MAC1+ %,NTR1 agonist,NTR1 agonist cell count 20 µM
O=C(Nc1ccccc1F)C1CCCN(S(=O)(=O)c2ccccc2)C1 (configuration not stated),-3.9%,-0.3%,0.0%,-9.5%,-1.8%,-1.2%,4.2%,i,0.0,0.8,49
COc1ccc(NC(=O)CCSc2ccc(C)cc2)cc1S(=O)(=O)Nc1ccccc1Cl,2.8%,-2.7%,-1.8%,4.3%,2.2%,-1.2%,6.9%,i,0.4,3.6,42
Cc1ccc(C)c(OCC(=O)NCCN(C)C)c1,-9.3%,3.2%,0.3%,0.0%,7.7%,-2.8%,5.8%,i,0.5,-0.1,52
Cn1cccc1CC(=O)NNC(=O)Nc1ccc(F)cc1,-9.9%,0.1%,-2.7%,-4.6%,5.4%,21.1%,9.2%,i,0.2,0.7,82
COc1ccc(-n2c(C)cc3cc(OC(C)=O)ccc32)cc1,-3.7%,10.7%,11.4%,0.5%,2.4%,-1.7%,6.2%,i,0.2,1.0,68
Cn1c(Oc2ccc(F)cc2F)c(C=O)c2ccccc21,-1.9%,12.5%,1.9%,-2.3%,2.5%,-0.1%,8.5%,i,0.6,-1.4,34
Cc1csc(NC(=O)CSc2ccc(-c3ccccc3)nn2)n1,3.0%,4.4%,-11.2%,5.7%,23.1%,0.4%,0.2%,i,0.9,0.4,59
O=C(Nc1ccccc1)NN(C(=O)CCl)c1ccccc1,-8.3%,-2.7%,13.6%,-3.1%,15.3%,-0.8%,5.1%,i,4.5,2.8,57
N=c1sccn1CC(=O)NCCc1ccc(Cl)cc1,5.3%,-0.8%,19.9%,11.8%,0.0%,2.2%,6.7%,i,0.5,-0.7,84
FC(F)(F)c1cc(C(F)(F)F)c2ccc(N3CCOCC3)nc2n1,-11.8%,2.5%,5.5%,-1.9%,-0.9%,2.4%,2.2%,i,0.5,-0.1,97
CN(Cc1c(F)cccc1Cl)c1ccc(S(=O)(=O)N2CCOCC2)cn1,-2.4%,-4.0%,7.5%,-1.8%,11.1%,-1.9%,9.2%,i,0.5,1.9,78
Cc1cc(Cl)cc2sc(NC(=O)C3CC3)nc12,-8.8%,-0.6%,-6.0%,x,-8.4%,0.2%,5.7%,i,3.2,0.3,100
CCN(CC)S(=O)(=O)c1ccc(C)c(NC(=O)COc2ccc(Br)cc2Cl)c1,-8.4%,7.2%,0.0%,14.1%,6.4%,0.7%,2.5%,u,x,2.9,57
CC(=O)Nc1cc(S(=O)(=O)Nc2cccc(C)c2)c(C)cc1C,-3.2%,-3.9%,-7.2%,-0.6%,-3.7%,-3.0%,11.4%,i,1.5,-1.1,41
COc1ccccc1NC(=O)CSc1nnnn1C,-6.5%,1.9%,5.2%,16.4%,11.8%,0.2%,4.5%,i,6.3,-0.6,48
Cc1csc(NC(=O)CSC2=NCCS2)n1,-12.9%,-2.2%,5.8%,0.6%,-2.8%,-0.5%,6.4%,u,x,-0.4,57
Cn1ccnc1C(O)c1cc(C(C)(C)C)c(O)c(C(C)(C)C)c1 (configuration not stated),-6.3%,-1.0%,17.1%,-0.6%,-0.4%,-2.9%,2.4%,i,1.8,1.1,54
O=C(NC1CCCCC1)N1CCN(c2ccccc2Cl)CC1,-5.9%,-4.5%,8.5%,1.4%,14.9%,-0.1%,5.0%,i,7.0,-1.2,65
CC(C)CCOP(=O)(c1ccc(N(C)C)cc1)C(O)c1c(Cl)cccc1Cl (configuration not stated),-1.9%,-1.7%,-1.0%,-4.2%,0.7%,0.9%,3.1%,i,1.0,5.7,84
Cc1ccc(N2C(=O)[C@@H]3[C@H](C2=O)[C@H]2C=CC=NN2[C@@H]3C(=O)Nc2ccccc2)cc1,0.1%,1.7%,5.1%,-7.9%,10.8%,8.4%,1.1%,i,0.9,2.0,57
Cc1nn(-c2ccccc2)c(Cl)c1C(=O)NCC(C)c1ccccc1 (configuration not stated),-6.9%,0.4%,-7.5%,2.1%,-3.1%,-0.1%,7.2%,i,0.4,-0.1,49
COc1cc(NC(=O)CN2C(=O)COc3ccc(S(=O)(=O)N4CCCC4)cc32)cc(OC)c1,-0.2%,-0.6%,-7.0%,-5.2%,-11.6%,1.9%,5.0%,i,3.5,0.5,64
Cc1ccccc1C(OCC(O)CN1CCC(C(N)=O)CC1)c1ccccc1 (configuration not stated),-4.8%,-1.0%,-4.8%,-4.0%,0.1%,0.6%,6.3%,i,0.6,-0.3,53
Nc1nc2ccc(Cl)cc2c2nc(-c3ccco3)nn12,-4.7%,6.2%,-13.4%,9.4%&-6.1%,-9.6%,-1.6%,x,x,x,0.7,56
Brc1ccc(/C=N/Nc2ccccc2)cc1,1.1%,-2.5%,13.5%,-2.4%,6.0%,-0.2%,-3.8%,i,0.5,0.1,63
O=C1CCN(CCc2ccccc2)CCN1[C@H](CSc1ccccc1)c1ccccc1,-7.5%,3.6%,-3.1%,-2.1%,3.8%,1.8%,3.2%,i,2.9,4.2,49
CC(=O)Nc1cc(C(=O)c2ccccc2)ccc1N1CCOCC1,-2.1%,-0.5%,-20.1%,-1.7%,9.0%,-1.1%,6.0%,i,0.8,0.3,73
Cc1cnc(C(=O)OCC(=O)Nc2sc3c(c2C#N)CCC3)cn1,x,x,x,-8.2%,x,x,10.9%,i,1.2,0.3,64
O=[N+]([O-])c1ccccc1S(=O)(=O)N1CCN(CC2CC3C=CC2C3)CC1 (configuration not stated),-7.5%,2.8%,-11.1%,5.0%,5.3%,-1.5%,-3.4%,i,0.8,2.5,46
N/C(CN1CCCC1=O)=N\O,-6.3%,-1.5%,-5.2%,0.2%,-2.1%,0.1%,4.0%,i,0.9,-0.3,81
C=CCNc1nc2c(c(=O)n(C)c(=O)n2C)n1CC(=C)C,-6.4%,-1.3%,15.8%,5.7%,-3.2%,-2.4%,9.5%,i,1.4,-2.9,66
CCNC(=O)/C=C/c1ccccc1[N+](=O)[O-],-1.4%,1.6%,4.2%,0.4%,7.9%,0.4%,2.3%,i,0.1,-1.5,87
COc1ccccc1N1CCN(C2CCN(S(=O)(=O)c3ccc4ccccc4c3)CC2)CC1,-3.7%,2.7%,-4.4%,-0.2%,-8.3%,-3.7%,4.9%,i,0.9,4.8,91
CC(=O)CCS(=O)(=O)c1ccc(C)c(C)c1,0.7%,-0.1%,11.3%,9.8%,1.3%,-1.2%,7.4%,i,0.4,1.4,52
Cn1cc(C=O)c2ccccc21,-6.4%,-7.2%,6.2%,11.6%,0.9%,-1.6%,6.0%,i,0.7,2.2,41
Cc1ccc(-c2nnc(C)c(N3CCCC3)n2)cc1,2.3%,-1.9%,-3.3%,7.8%,-3.8%,-0.5%,9.4%,i,0.2,3.9,55
CN1CCN(C(=O)CSc2nc3c(c(=O)n(C)c(=O)n3C)n2C)CC1,-5.9%,15.6%,3.3%,-4.5%,7.6%,1.2%,0.4%,i,3.3,-1.2,49
CCOC(=O)c1sc(-c2ccccc2)cc1NC(=O)Nc1ccccc1,5.8%,-4.5%,11.4%,2.4%,-7.1%,1.5%,-1.8%,i,0.2,x,x
O=C(c1ccncc1)N1CCN(C2CCC(c3ccccc3)CC2)CC1 (configuration not stated),-3.7%,5.4%,-1.1%,2.2%,5.8%,0.1%,7.8%,i,0.5,-0.5,42
Cc1ccc(S(=O)(=O)Oc2ccc(/C=N/NC(=O)c3nn(C)cc3[N+](=O)[O-])cc2)cc1,-3.6%,12.2%,4.3%,7.9%,10.2%,-2.4%,3.1%,i,0.3,3.4,68
Cn1c(=O)c2c(SC3CCCC3)nc(C3CC3)nc2n(C)c1=O,5.3%,3.0%,1.4%,-15.2%,4.0%,1.8%,3.9%,i,2.9,1.3,76
CCc1ccc(NC2CC(=O)N(CCc3ccc(OC)c(OC)c3)C2=O)cc1 (configuration not stated),-0.1%,-2.3%,-3.4%,4.5%,-11.5%,-2.0%,3.0%,i,0.7,0.9,55
O=c1oc2ccccc2c(O)c1/C=N/c1ncccn1,-13.2%,2.2%,-1.6%,x,7.3%,-0.7%,8.2%,i,6.8,-1.2,47
O=c1[nH]c(CSc2nnc(-c3ccco3)n2-c2ccccc2)nc2sc3c(c12)CCC3,-4.2%,-2.6%,-5.5%,x,-2.2%,1.4%,x,x,x,x,x
CNC(=S)N(CCc1c(C)[nH]c2ccc(OC)cc12)Cc1cccnc1,-0.7%,-14.6%,1.0%,-15.1%,7.0%,-0.5%,8.5%,i,0.4,-0.5,45
CCOC(=O)C(=Cc1ccc(-n2cncn2)cc1)C(=O)OCC,-4.3%,4.2%,-10.9%,-3.5%,-0.5%,-0.2%,1.6%,i,0.7,14.7,86
O=C(Nc1ccc2oc(=O)ccc2c1)c1ccc2ccccc2c1,-11.7%,5.1%,1.6%,5.7%,-14.1%,0.9%,1.7%,i,2.0,1.0,62
C=CCn1c(SCC(=O)/C(C#N)=C(\C)N)nc2sc(C)c(C)c2c1=O,0.1%,4.6%,-1.5%,-14.0%,14.4%,2.8%,-6.0%,i,0.0,4.3,52
O=c1cc(CSc2nnc(COc3cccc4ccccc34)o2)c2ccccc2[nH]1,0.6%,-0.6%,7.5%,-5.8%,-11.1%,0.0%,10.1%,i,1.0,8.5,57

# Compound activity from PubChem.
